# Statin myotox sup: suppressors of simvastatin-induced myotoxicity in C2C12 myotubes; ATP luminescence, 48 h; scaled: DMSO 0, geranylgeraniol control 100; rescue of ATP level, % at 7.49 µM; 330,000 tested, 0.78% active; AID 602340;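 active means mean ATP rescue above about 67%, or every replicate alone reaching that limit, limit read from the data, passing the limit was not always enough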;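 further: myotubes were challenged with 10 µM simvastatin during compound exposure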
# SIRT5 inh: sirtuin-5 (human) deacylase inhibition; inhibition, % at 15 µM; 330,000 tested, 1.1% active; Purified SirT5, succinyl-peptide AMC, trypsin-coupled fluorescence; in the data active means inhibition above about 15%
# Target sequence (Q9NXA8 whole entry, looked up): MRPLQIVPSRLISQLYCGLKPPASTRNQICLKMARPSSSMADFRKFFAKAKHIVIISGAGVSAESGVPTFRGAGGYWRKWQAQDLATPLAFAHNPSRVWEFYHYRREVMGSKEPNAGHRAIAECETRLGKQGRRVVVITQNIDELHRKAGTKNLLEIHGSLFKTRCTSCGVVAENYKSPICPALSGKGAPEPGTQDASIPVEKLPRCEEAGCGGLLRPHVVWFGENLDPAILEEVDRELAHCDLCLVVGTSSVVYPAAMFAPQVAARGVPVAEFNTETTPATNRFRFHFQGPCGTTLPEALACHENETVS
# CASP6 VEID inh: inhibitors of human caspase-6; P55212; purified caspase-6, Z-VEID-R110 cleavage fluorescence; inhibition, % at 12.5 µM; 350,000 tested, 0.53% active;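 active means mean inhibition across replicates at least about 35%, with every replicate also reaching that limit, limit read from the data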;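 further: 0% = median of neutral control wells and 100% = no fluorescence left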
# Target sequence (P55212 24-179 limits assumed): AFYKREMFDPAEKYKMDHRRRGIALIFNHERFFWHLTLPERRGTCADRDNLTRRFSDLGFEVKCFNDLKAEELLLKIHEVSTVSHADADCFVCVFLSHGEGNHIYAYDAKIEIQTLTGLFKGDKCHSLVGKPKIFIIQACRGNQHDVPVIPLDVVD
# Target sequence (P55212 194-293 limits assumed): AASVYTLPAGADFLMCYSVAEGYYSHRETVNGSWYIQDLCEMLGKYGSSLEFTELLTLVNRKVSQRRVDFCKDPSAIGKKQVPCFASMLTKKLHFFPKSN
# FN deposition inh: fibronectin deposition inhibition. 350,000 tested, 0.086% active. AH1F fibroblasts, Alexa488-fibronectin deposition fluorescence, overnight. inhibition, % at 12.6 µM;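 active means mean inhibition across replicates of 30% or more, regardless of how many single replicates reach that level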;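 further: positive control wells lacked labelled fibronectin entirely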
#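 Measured by – fluorescence 485/525 nm · System – AH1F fibroblast monolayer, labelled fibronectin deposition · Amount – 10000 cells per well · Buffer or medium – serum-reduced DMEM (2% serum) · Doses – single dose, pinned · Also added – fluorescent fibronectin at 24 nM final · Schedule – 1 h cell attachment, overnight exposure to compound and label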
# S100A4 inh HTS: inhibitors of human S100A4 binding to myosin IIA peptide; P26447; S100A4/TAMRA-MyoIIA peptide fluorescence polarization; inhibition, % at 10.7 µM; 360,000 tested, 0.14% active; AID 652163;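 active means mean inhibition of at least 70% across replicates, with every replicate also reaching that level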
# Target sequence (P26447 whole entry, looked up): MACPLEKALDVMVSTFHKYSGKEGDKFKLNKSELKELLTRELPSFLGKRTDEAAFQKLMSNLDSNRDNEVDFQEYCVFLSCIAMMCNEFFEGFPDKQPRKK
#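 Material: human S100A4 monomer with TAMRA-labelled myosin IIA peptide; buffer or medium: HEPES pH 7.2 with CaCl2, KCl, NaCl, DTT, Triton; compound dosing: one concentration per compound; schedule: 5 min incubation before reading; benchmarks: neutral control DMSO, positive control TFP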
# esBAF inh: inhibitors of esBAF chromatin remodeling in mouse ES cells; 350,000 tested, 2% active; Bmi1-luciferase knock-in reporter, 24 h; 100% = twice the neutral-well signal; reporter increase, % at 12.5 µM; in the data active means activation above about 40%;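 further: 0% = median of the plate's neutral control wells and 100% = double that signal; a rise in the Bmi1 reporter signal indicates esBAF inhibition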
# LGR2 antag: blocks bursicon-induced cAMP signaling via Drosophila LGR2; 380,000 tested, 0.35% active; AID 720647; HEK293 LGR2, CRE-luciferase, bursicon-stimulated, 4 h; inhibition, % at 9.99 µM;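 active means drop in luminescence signal, shown as inhibition above about 50% in the replicate tests, limit read from the data, passing the limit was not always enough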;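 further: agonist challenge used bursicon conditioned medium at about half maximal strength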
# * = called active by the depositor; . = no result given; & = joins results of further samples. An excerpt; rates above refer to the full screens.
compound | Statin myotox sup | SIRT5 inh | CASP6 VEID inh | FN deposition inh | S100A4 inh HTS | esBAF inh | LGR2 antag
CCc1nnc(NS(=O)(=O)c2ccc(NC(=O)c3cccc([N+](=O)[O-])c3)cc2)s1 | 9 | -4 | 0 | -6 | 3 | 2 | 5
O=C(CSc1nnc2ccccn12)NNC(=O)c1ccc(F)cc1 | 0 | 1 | -3 | 3 | -9 | -2 | -17
COc1cc2c(c(OC)c1OC)-c1ccc(SC)c(=O)cc1C(NC(=O)C(F)(F)F)CC2 (stereo not given) | . | 1 | 0 | . | -1 | . | -13
Cc1noc(C)c1NC(=O)Nc1ccc2c(c1)C(=O)N(C)[C@H]1CC[C@@H](CC(=O)N[C@H]3CCN(Cc4ccccc4)C3)O[C@H]1CO2 | 27 | 2 | -4 | -2 | -1 | -1 | -5
O=c1c(C(c2ccc(Cl)cc2)c2c(O)nc3n(c2=O)CCCS3)c(O)nc2n1CCCS2 | -6 | 2 | -2 | -8 | -1 | -3 | -2
COc1ccc(C2c3c(-c4ccccc4)n[nH]c3C(=O)N2c2ccc(C(=O)O)cc2)cc1 (stereo not given) | . | 2 | 5 | 1 | -5 | . | -5
C[C@@H]1CN([C@@H](C)CO)S(=O)(=O)c2ccc(-c3ccncc3)cc2O[C@H]1CN(C)C(=O)CN(C)C | -2 | 2 | 0 | . | -1 | 0 | 8
CC(=O)N1CCN(C(=O)CSc2ncnc3sc(C)c(C)c23)CC1 | . | 4 | -1 | 4 | -4 | . | 2
O=C1/C(=C/c2cccs2)SC(=S)N1N1CCOCC1 | -10 | 0 | 4 | -1 | 0 | 3 | -29
COCCN(CCOC)C(=O)c1cc2sc3ccccc3c2s1 | -30 | -2 | 6 | . | -2 | 18 | -24
Cc1ccc(NC(=O)C2(C)CCCN(C(C)C)C2)cc1C (stereo not given) | 5 | 0 | 11 | -3 | 0 | -4 | -17
COc1ccc(CCC(=O)Nc2cc3c4c(c2)CCC(=O)N4CCC3)cc1 | 4 | -3 | 2 | 6 | -3 | . | -17
CCOC(=O)N(C)C[C@H]1OCc2cnnn2CCCC(=O)N([C@H](C)CO)C[C@H]1C | 7&10&-7 | 4&3&-2 | -1&-1&0 | 5&-2 | -2&-13&1 | -9&1&-4 | -2&-16
CC1(C(=O)Nc2cccnc2)Cc2c(-c3ccc4c(c3)OCO4)ccnc2O1 (stereo not given) | 14 | -19 | 1 | 3 | 2 | -2 | 2
CCC(C)Sc1ccc(-c2nc3cnccn3c2NC2CCCCC2)cc1 (stereo not given) | 5 | -4 | -2&-1 | 8&-4 | -15&-8 | -10 | -26&5
CC1(C)C(=O)NCCN1C(=O)CSc1nccc(-c2ccc(Br)cc2)n1 | -15 | . | . | . | . | -1 | -13
COc1ccccc1CN1[C@H](CO)[C@@H]2c3ccccc3N(C(=O)C3CC3)C[C@@H]21 | 11 | 1 | -1 | 2 | -10 | 2 | 2
CC(=O)N1CCN(c2ccc(N3CCN(C(C)=O)[C@@H](C)C3)c(C)c2)[C@H](C)C1 | . | 3 | -11 | -13 | -5 | . | -8
CCN1CCN(CCNC(=O)c2ccc3c(c2)N(Cc2ccc(F)cc2)C(=O)c2ccccc2S3=O)CC1 (stereo not given) | 3 | 3 | -10 | 2 | 10 | -7 | -3
NC(=O)CC(NC(=O)c1ccccc1)c1ccc(NCc2ccc(F)cc2)c([N+](=O)[O-])c1 (stereo not given) | 13 | . | . | 2 | . | 1 | 7
C[C@H]1CN([C@@H](C)CO)C(=O)Cc2cc(NC(=O)C3CCCCC3)ccc2O[C@@H]1CN(C)C(=O)Nc1ccc2c(c1)OCO2 | 5 | -2 | 0 | . | -4 | 42* | 34
C[C@H](CO)N1C[C@H](C)[C@H](CN(C)CC2CCCCC2)OCCCC[C@H](C)Oc2ccc(NS(C)(=O)=O)cc2C1=O | -20 | 2 | -5 | -10 | 0 | -5 | 8
Cc1onc(C(=O)Nc2c(C)n(C)n(-c3ccccc3)c2=O)c1[N+](=O)[O-] | . | -3 | 7 | 10 | 5 | . | 3
COc1cc(CNC(=O)c2cc(-c3ccc(F)cc3OC)n[nH]2)cc(OC)c1 | 2 | -4 | 11 | 12 | -2 | 2 | -5
Cc1ccc(O)c(C(=O)c2cnc3c(c2)c(C)nn3C)c1 | 2 | 1 | 2 | 8 | 6 | -5 | -6
C=CCNC(=O)[C@@H]1[C@H]2C(=O)O[C@H](c3ccccc3)[C@H](c3ccccc3)N2[C@H](c2ccccc2OCCO)[C@@]12C(=O)Nc1ccc(C#Cc3ccc(OC)cc3)cc12 | . | 0 | -2 | . | 1 | . | .
N#Cc1ccc(COC(=O)CSc2nnc(C3CCCCC3)n2N)cc1 | -5 | . | . | 5 | . | 1 | .
C/C=C/c1ccc([C@@H]2[C@H](CO)N(C(=O)CC)[C@H]2CNC(=O)C2CC2)cc1 | 10 | 2 | 1 | -1 | -9 | -2 | -11
CO[C@@H]1CN(C)C(=O)c2cc(NC(=O)C3CCOCC3)ccc2OC[C@H](C)N(Cc2nccs2)C[C@@H]1C | 2 | -3 | 0 | . | -9 | 3 | 1
O=C(CCCn1cc([N+](=O)[O-])cn1)NC1CCCCCC1 | . | . | -1 | 6 | -12 | . | 1
Fc1ccccc1NC(=S)NCc1ccc2c(c1)OCO2 | . | -5 | -1 | 1 | 0 | . | .
O=C(N[C@H]1CC[C@H](CCNC(=O)C2CC2)O[C@H]1CO)c1ccncc1 | -2 | 1 | -3 | . | -1 | -2 | 8
OC(CCN1CCCCC1)(c1ccccc1)c1ccccc1 | -2 | -2 | 11 | -2&-4 | 4&-10 | 6 | .
CCNC(=S)N(CCc1c(C)[nH]c2ccccc12)Cc1cccnc1 | -8 | -1 | -24 | 16 | -5 | -1 | -4
CN1C2CCC1CC(NC(=O)c1ccc([N+](=O)[O-])cc1)C2 (stereo not given) | -7 | -3 | -4 | 9 | -5 | -2 | -18
CCc1ccc(C(O)c2ncc(-c3ccc(C(F)(F)F)cc3)[nH]2)cc1 (stereo not given) | 5 | -2 | -1 | 8 | 1 | 0 | -17
COc1ccc(OC)c(Cc2nnc(CCC(=O)NC(C3CC3)C3CC3)o2)c1 | . | -2 | -3 | 18 | -6 | . | 0
O=C(CSCc1ccc(Br)cc1)N=Nc1c(O)[nH]c2ccccc12 | . | 1 | 4 | -1 | 0 | . | 11
CCN(C(=O)COC(=O)c1ccc(C)c(S(=O)(=O)N2CCOCC2)c1)C1CCS(=O)(=O)C1 (stereo not given) | 11 | 3 | 6 | 4 | 22 | 1 | 2
C[C@H]1CN([C@@H](C)CO)C(=O)c2cccc(NC(=O)c3cnccn3)c2O[C@H]1CN(C)Cc1ccc(-c2ccccc2)cc1 | -82 | 4 | 0 | . | 6 | 0 | 13
Cc1cc(C)c([N+](=O)[O-])cc1NC(=O)CCS(=O)(=O)c1ccccc1 | 10 | -6 | -5 | -2 | -2 | -6 | 19
O=C(NCCc1ccccc1)c1c(F)cccc1F | -3 | -1 | 2 | -2 | -2 | 8 | -38
Cc1ccc(S(=O)(=O)N[C@@H]2C=C[C@H](CC(=O)NCc3ccc(Cl)c(Cl)c3)O[C@@H]2CO)cc1 | . | -3 | 0 | -2 | -13 | . | -5
COc1ccc(NC(=O)Nc2ccc3c(c2)CC(=O)N([C@@H](C)CO)C[C@@H](C)[C@@H](CN(C)S(=O)(=O)c2cn(C)cn2)O3)cc1 | 19 | -1 | -3 | . | -3 | 2 | 4
CC1=C(C(=O)N(C)C)CC(CC(=O)NC(c2ccccc2)c2ccccc2)C(=O)N1CCCN1CCCC1=O (stereo not given) | 2 | -1 | 4 | -13 | 0 | -1 | 7
Cn1c(N)c(C(=O)COC(=O)c2cccc(S(=O)(=O)N3CCOCC3)c2)c(=O)n(C)c1=O | . | 0 | 5 | 1 | -1 | . | -7
CC(NC(=O)COc1cccnc1[N+](=O)[O-])c1ccc(Cl)cc1 (stereo not given) | -2 | -4 | 1 | -1 | -19 | 1 | -1
COc1cccc(CNC(=O)C[C@@H]2CC[C@@H](NC(=O)C3CCC3)[C@H](CO)O2)c1 | 0 | 9 | -2 | . | 4 | -1 | 24
O=C(Nc1ccccc1N1CCCC1)c1cccc(F)c1 | 2 | 2 | -1 | -9 | -8 | -8 | -4
COC(=O)C1=CN(c2ccc(C(C)(C)C)cc2)C(N)=C(C#N)C1c1cccc([N+](=O)[O-])c1 (stereo not given) | . | -3 | -2 | -10 | 2 | . | -58
Fc1ccccc1Cc1noc(CN2CCC(OCc3cccnc3)CC2)n1 | . | . | -3 | -4 | -9 | . | -10
O=C(c1ccc(Cl)c(S(=O)(=O)N2CCCCCC2)c1)N1CCN(c2ccccc2O)CC1 | . | -1 | 0 | -7 | -18 | . | 30
CC(C)C(=O)Nc1cccc(C(=O)NCc2ccc(S(N)(=O)=O)cc2)c1 | 6 | . | . | 10 | . | -9 | .
COc1cccc(NC(=O)CN(C)CC(=O)c2c(N)n(Cc3ccccc3)c(=O)n(C)c2=O)c1 | 11 | -3 | -1 | 1 | -1 | -4 | -2
COC(=O)C[C@@H]1CC[C@@H]2[C@@H](COc3ccc(NS(=O)(=O)c4ccccc4F)cc3C(=O)N2C)O1 | 0 | . | . | -29 | . | -2 | -18
O=C(CSc1nc2ncc(Cl)cc2[nH]1)NCC(=O)Nc1ccc(F)c(F)c1F | . | -6 | 1 | 7 | -8 | . | 13
C[C@@H]1CN([C@@H](C)CO)C(=O)c2cc(-c3ccc(F)cc3)cnc2O[C@H]1CN(C)C(=O)Cc1ccccn1 | -7 | 0 | 1 | 1 | -2 | 0 | -3
CCCCNC(=O)CCc1nc2cccnc2n1Cc1ccccc1 | 8 | -3 | 0 | -6 | -3 | -9 | 13
O=C(C[C@H]1CC[C@H]2[C@@H](COC[C@H](O)CN2C(=O)Nc2cccc(F)c2)O1)NCCCN1CCOCC1 | 0 | -4 | -12 | -5 | -6 | 29 | -22
COc1ccc(Cl)cc1NC(=O)Nn1cnnc1 | 7 | . | . | 6 | . | -8 | .

# (cont.)
compound | Statin myotox sup | SIRT5 inh | CASP6 VEID inh | FN deposition inh | S100A4 inh HTS | esBAF inh | LGR2 antag
CCCCCC(=O)Nc1ncc2c(n1)CC(c1cccs1)CC2=O (stereo not given) | . | -5 | -2 | -19 | -4 | . | -14
COc1cccc(NC(=O)c2cccnn2)c1 | 3 | -3 | 0 | -1 | -1 | 6 | 7
Cc1ccc(S(=O)(=O)NCCC(=O)N2CCN(c3cccc(Cl)c3)CC2)cc1C | 17 | -3 | 0 | -1 | 1 | -6 | -1
O=C(NCCN1CCOCC1)C1CCN(c2nc3ccccc3o2)CC1 | -4 | -5 | -1 | . | 0 | -5 | -12
CCCC(=O)N1C[C@H]2[C@@H](c3ccccc31)[C@H](CO)N2C(=O)CC1CC1 | -23 | -3 | . | . | . | -1 | -2
C=CCON/C(CCC)=C1\C(=O)C(C(=O)OC)C(C)(C)CC1=NC (stereo not given) | 3 | -1 | -2 | 0 | -2 | -3 | -19
CCCCCCCCCCCCCCCCCCNc1ccn(C2OC(COP(=O)(O)OCC3OC(n4cc(F)c(=O)[nH]c4=O)CC3O)C(O)C2O)c(=O)n1 (stereo not given) | . | 35* | 17 | 3 | -9 | . | .
COCCNC(=O)CCc1c(C)nc2c(c(C)nn2-c2ccc(C)cc2)c1C | -5 | -11 | 4 | 3 | 1 | -7 | 12
O=C(Nc1cccc(S(=O)(=O)N2CCOCC2)c1)C1CC(=O)N(c2ccc3c(c2)OCCO3)C1 (stereo not given) | -4 | -2 | -1 | -9 | 5 | -3 | 7
COc1ccc(N2CCN(S(=O)(=O)c3c(C)[nH]c(C)c3C(=O)N3CCCC3)CC2)cc1 | 35 | 2 | -1 | -2 | 0 | 3 | 9
CCCCNC(=S)NNC(=O)c1csc2ccccc12 | . | -3 | 0 | . | 3 | . | -63
COc1ccc(CN2C(=O)C(CC(C)C)Nc3ncnc(N4CCN(c5ccccn5)CC4)c32)cc1 (stereo not given) | -4 | -4 | 0 | -4 | -2 | -4 | 1
CN1C(=O)c2cc(NC(=O)C3CCCC3)ccc2OC[C@H]2O[C@H](CC(=O)NCC3CC3)CC[C@@H]21 | 17 | -2 | 7 | -4 | 13 | -3 | 7

# Source: PubChem (Broad Institute)
